# GALK inh – blocks human galactokinase activity; Purified GALK, Kinase-Glo residual ATP luminescence; Potency, µM (highest dose often 57.5 µM), for inactives: at the top dose activity change, negative = inhibition, hits mostly inhibitors; P51570; hit rate 0.007% among 270,000; also: potency is read from the fitted curve at half-maximal effect; % is scaled to controls: 0 for no effect and ±100 for the full control effect
#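 GALK at 5 nM final was combined with compound, 35 uM ATP and 100 uM galactose in HEPES pH8.0 with MgCl2 and DTT. The reaction ran one hour at room temperature before luminescent ATP detection.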
# Giardia kill – kills Giardia lamblia. Giardia lamblia trophozoite viability. activity change, % at 7.66 µM, hits read low. hit rate 0.15% among 340,000; in the data active = activity change below about -80%; inconclusive = between about -30% and that limit;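 also: parasites exposed to compound for two days anaerobically before the ATP read; % is scaled to controls: 0 for no effect and ±100 for the full control effect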
#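 Compounds were tested on trophozoites seeded at 100 cells/well and held 48 hrs at 37 deg C anaerobically. An ATP-based luminescent kit measured the remaining live cells.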
# PKM2 activator – increases activity of human pyruvate kinase M2; purified PKM2, Kinase-Glo ATP luminescence, activation; response scale: 0% is enzyme alone, no compound; Potency, µM (series often up to 57.5 µM), for the others: top-dose activation, usual class: activators; hit rate 0.34% among 260,000; also: potency is read from the fitted curve at half-maximal effect; % is scaled to controls: 0 for no effect and ±100 for the full control effect; nearly all actives have a fitted effect of over 55% in size
# Target sequence (P14618 whole entry, looked up): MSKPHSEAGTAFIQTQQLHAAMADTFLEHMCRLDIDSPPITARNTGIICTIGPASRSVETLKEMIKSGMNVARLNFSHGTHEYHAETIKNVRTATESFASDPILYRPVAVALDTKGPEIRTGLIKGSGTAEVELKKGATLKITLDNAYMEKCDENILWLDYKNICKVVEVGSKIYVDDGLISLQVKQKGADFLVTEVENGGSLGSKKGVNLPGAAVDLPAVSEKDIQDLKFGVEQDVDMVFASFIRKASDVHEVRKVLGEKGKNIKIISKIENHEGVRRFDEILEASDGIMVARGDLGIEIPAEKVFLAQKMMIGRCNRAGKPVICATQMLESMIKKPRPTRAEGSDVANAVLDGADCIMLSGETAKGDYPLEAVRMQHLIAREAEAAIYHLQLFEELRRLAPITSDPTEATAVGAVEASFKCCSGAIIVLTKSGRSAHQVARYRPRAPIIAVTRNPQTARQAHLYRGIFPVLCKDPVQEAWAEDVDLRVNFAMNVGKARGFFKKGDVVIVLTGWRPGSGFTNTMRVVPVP
#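 Purified hPK-M2 (>95% pure) converted ADP (0.1 mM final) to ATP with 0.5 mM PEP in 50 mM imidazole pH7.2, KCl, MgCl2, Tween 20, BSA; 1 h at room temperature. ATP detected by Kinase-Glo luminescence.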
# TRPV1 agonist – agonists of human vanilloid receptor 1 (TRPV1); Q8NER1; TRPV1-expressing cells, Fluo-8 calcium influx, agonist mode; activation, % at 8.33 µM; hit rate 0.19% among 320,000; AID 540275; in the data active = activation above about 80%; inconclusive = between about 30% and that limit; also: 0% is about no effect
#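 TRPV1-expressing cells were cultured overnight at 35.5C and loaded with Fluo-8 calcium dye for 40 to 90 min at room temperature. After a 10 s baseline, compound was added and calcium influx was read kinetically for 3 min (ex 480/em 520 nm).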
# Menin MLL FP TR – inhibitors of human menin-MLL interaction, mutant MLL peptide | O00255 | Potency, µM (doses to about 61.6 µM), inactives show at the highest dose FP activity change, negative = inhibition, hits mostly inhibitors | Menin + Texas Red MLL mutant peptide, fluorescence polarization | hit rate 0.23% among 270,000; active = well fitted inhibition curve with a large enough effect in the polarisation, with a control signal flat, not every such curve was filed as active; inconclusive = small, poorly fitted or top-dose-only effect, or effect the other way, or a change in a side signal; inactive = no such curve, though single readings can be large or run the other way; the % refers to the polarisation; also: potency is read from the fitted curve at half-maximal effect; % of control where 0% means no effect; many of its hits are not listed in these tables
# Coupling enz – inhibits coupling enzyme system, counter-screen for aldolase hits | coupling enzyme system counterscreen, AmpLite Red fluorescence | activity change, negative = inhibition, % at 58.2 µM, hits read low | hit rate 0.67% among 290,000 | AID 2472; in the data active = activity change below about -30%; also: % is scaled to controls: 0 for no effect and ±100 for the full control effect
#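 Final compound at 57.5 uM, incubated 10 min at RT with coupling enzyme reagent (glyceraldehyde-3-phosphate), then 20 min with substrate and AmpLite Red detection. Fluorescence read at 525/598 nm; tests interference with the coupling assay, not aldolase inhibition.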
# KCNH2 3.1 block – inhibitors of human KCNH2 3.1 potassium channel isoform; activity change, % (tested at about 1.8 µM); U2OS KCNH2 3.1, thallium flux FluxOr; hits give low values; hit rate 0.95% among 340,000; AID 720553;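 active = maximum activity change below -70%; inconclusive = maximum activity change from -70% to -50%; inactive = maximum activity change above -50%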;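 also: thallium influx rate constant from kinetic fluorescence after stimulation buffer; % is scaled to controls: 0 for no effect and ±100 for the full control effect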
#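 FluxOr-based Tl+ influx in U2OS cells transduced with KCNH2 3.1 virus; rate constants normalized to DMSO controls.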
# USP2a block – USP2a (human) protease inhibition; USP2 core, Ub-CHOP2 coupled fluorogenic reporter, 485/531; Potency, µM (doses to about 38.3 µM), for the others: top-dose activity change, negative = inhibition, usual class: inhibitors; O75604; hit rate 0.01% among 330,000;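 also: potency is read from the fitted curve at half-maximal effect; plate controls were DMSO wells for no effect and full inhibition by NEM control for full effect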
#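 USP2 core (10nM final) preincubated 30min RT with compound in 20mM Tris-HCl pH 8.0, 2mM CaCl2, 2mM beta-mercaptoethanol, 0.05% CHAPS; 25nM Ub-CHOP2 plus 25nM reporter substrate added, fluorescence (Ex485/Em531) read after 60min.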
# B2AR arrestin – agonists driving beta-arrestin recruitment to human beta2-adrenergic receptor; Potency, µM (titrated, usually from 46.1 µM), for the others: at the top dose activation, usual class: activators; hit rate 0.02% among 330,000; AID 492947; beta-arrestin recruitment to beta2AR, cell-based reporter; P07550;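 also: potency is read from the fitted curve at half-maximal effect; 0% = DMSO controls and full agonism = EC100 isoproterenol or metaproterenol; nearly all actives have a fitted effect of over 65% in size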
# Target sequence (P07550 whole entry, looked up): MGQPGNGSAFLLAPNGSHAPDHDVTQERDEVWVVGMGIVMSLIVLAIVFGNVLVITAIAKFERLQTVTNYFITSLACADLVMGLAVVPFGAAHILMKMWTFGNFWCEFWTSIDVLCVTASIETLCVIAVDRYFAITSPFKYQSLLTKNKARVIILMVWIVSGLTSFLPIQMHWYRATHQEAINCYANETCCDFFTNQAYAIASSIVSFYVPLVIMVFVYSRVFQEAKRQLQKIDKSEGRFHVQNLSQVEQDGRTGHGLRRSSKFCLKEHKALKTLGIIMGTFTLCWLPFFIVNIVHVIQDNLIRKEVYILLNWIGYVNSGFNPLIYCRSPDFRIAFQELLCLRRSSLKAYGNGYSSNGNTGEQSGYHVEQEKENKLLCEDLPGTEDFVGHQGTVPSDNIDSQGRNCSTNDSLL
# CXXC DNA block – inhibitors of human MLL CXXC domain-DNA interaction; Q03164; MLL-CXXC / FITC-HOXA9 DNA fluorescence polarization; Potency, µM (highest dose often 115 µM), for the others: at the highest dose activity change, negative = inhibition, actives largely listed as inhibitors; hit rate 0.037% among 290,000; AID 2662; active = well fitted inhibition curve with a large enough effect in the polarisation, with a control signal flat, not every such curve was filed as active; inconclusive = small, poorly fitted or top-dose-only effect, or effect the other way, or a change in a side signal; inactive = no such curve, though single readings can be large or run the other way; the % refers to the polarisation; also: potency is read from the fitted curve at half-maximal effect
#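 Fluorescence polarization: 7 uM MLL-CXXC (stock) preincubated 5 min with compounds, then 50 nM fluorescein-HOX-A9 DNA (stock) added; 30 min ambient. Buffer 50 mM Tris-HCl pH 7.5, 50 mM NaCl, 1 mM DTT, 0.05% BSA.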
# hERG WT inh – blocks the wildtype human KCNH2 potassium channel; U2OS, BacMam KCNH2, thallium flux FluxOr; hits give low values; activity change, % at 1.84 µM; hit rate 0.37% among 340,000; AID 720551;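 active = maximum activity change below -70%; inconclusive = maximum activity change between -70% and -50%; inactive = maximum activity change above -50%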; also: % is scaled to controls: 0 for no effect and ±100 for the full control effect
#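 U2OS cells transduced with wild-type KCNH2 virus are loaded with FluxOr dye for 45 min, and thallium flux is measured in kinetic reads before and after stimulation buffer. Rate constants are normalized to DMSO controls.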
# The depositor's hits bear a star; u = inconclusive; x = no result given; [ ] = dose if it differs, or a comment. Unless noted, calls follow the shape of the dose curve; as a rule, active = well fitted curve in the direction sought with a large enough effect; inconclusive = small, poorly fitted or top-dose-only effect, or another doubt; inactive = no such curve, though single readings can be large; an effect the other way counts as inactive or inconclusive. These rows are one share of the data; rates above refer to the full screens.
Structure	TRPV1 agonist	CXXC DNA block	hERG WT inh	Giardia kill	B2AR arrestin	GALK inh	PKM2 activator	KCNH2 3.1 block	Coupling enz	USP2a block	Menin MLL FP TR
O=C(CSc1nccn1-c1ccc(F)cc1)NCc1ccc(F)cc1	20	0%	4	u	-0.1%	0%	-1%	-5	-1	0%	-8%
O=C(O)c1cccc(NC(=O)c2ccccc2NC(=O)c2cccc([N+](=O)[O-])c2)c1	3	-10%	-11	3	0.0%	0%	3%	x	-3	-7%	20%
CSc1cccc(NC(=S)Nc2cc(C)ccc2C)c1	x	-5%	-6	-15	-0.8%	0%	-5%	-1	-1	-2%	x
COc1ccc(/C=C/C(=O)O)cc1S(=O)(=O)N1CCc2ccccc2C1	-4	-6%	23	8	0.0%	5%	3%	17	8	-2%	16%
CCn1cc(S(=O)(=O)Nc2cccnc2)cn1	-3	6%	8	-1	0.3%	3%	0%	9	2	0%	-16%
CCOC(=O)NN1C(=O)c2ccccc2NC1c1cccnc1 (stereo unspecified)	-3	7%	2	8	0.3%	-1%	1%	-3	4	10%	5%
O=C(O)/C=C/C(=O)NC1CCS(=O)(=O)C1 (stereo unspecified)	-5	4%	-7	-11	9.0%	-3%	-6%	0	-1	1%	10%
Cc1noc(C)c1C(=O)OC(C)C(=O)Nc1ccc(C(N)=O)cc1 (stereo unspecified)	1	x	-11	-12	-0.2%	x	x	-2	x	0%	x
C/C(=N\NC(=O)c1cccc2ccccc12)c1ccccn1	-2	u	-7	26	0.1%	4%	-1%	u	-1	1%	-6%
O=C(Sc1nnc(-c2ccccc2)o1)N1c2ccccc2Sc2ccccc21	1	14%	-3	-17	0.0%	-2%	-9%	-29	-1	0%	u
Oc1cccc(Nc2ccccc2)c1	-1	x	-8	-28	0.0%	x	x	3	x	-1%	x
COc1ccc(C(=O)c2coc(-c3ccccc3C(=O)O)c2C(=O)O)cc1	-9	8%	9	-3	-1.4%	1%	0%	10	-2	1%	0%
CCc1cc2c(-c3ccccc3)cc(=O)oc2cc1OCC(=O)NCC1CCC(C(=O)O)CC1 (stereo unspecified)	-1	-19%	-7	-24	0.3%	x	-7%	0	9	1%	1%
COC(=O)c1cc(S(=O)(=O)NCc2ccc(F)cc2)cn1C	1	x	11	0	-0.2%	x	-17%	-7	2	2%	6%
COc1ccccc1N1CCN(c2nc3ccccn3c(=O)c2C=O)CC1	2	2%	-9	-11	0.0%	1%	0%	-1	3	-1%	-9%
Cn1c(CC(=O)Nc2ccc(Cl)c(Cl)c2)n[nH]c1=S	-3	7%	2	-2	-0.3%	9%	x	-21	0	1%	15%
CC(C)(C)S(=O)(=O)c1cnc(N2CCCC2)nc1N	2	1%	-3	1	-1.1%	-3%	-1%	22	1	4%	x
CCOC(=O)c1nnc(-c2ccc(C)cc2)nc1N1CCSCC1	u	-3%	-3	14	0.1%	0%	-38%	-3	2	-2%	u
COc1ccc(C/C(C)=N/NC(=O)C2COc3ccccc3O2)cc1 (stereo unspecified)	14	4%	4	-10	0.3%	9%	-13%	-1	5	-2%	-8%
COc1ccc(-c2nn(-c3ccccc3)cc2/C=C/C(=O)OCC(=O)Nc2cccc(C#N)c2)cc1	5	13%	10	-6	-0.6%	0%	1%	-12	0	3%	u
Cc1ccccc1-n1nnnc1Sc1nnnn1-c1ccccc1	5	7%	4	3	-0.4%	-5%	3%	0	1	4%	-6%
O=C(O)Cc1sc(-c2cccnc2)nc1-c1ccc(Br)cc1	-4	5%	-23	-14	-0.1%	3%	-4%	-8	5	-3%	20%
CCN(CC)c1ccc(NC(=O)Cn2cc3c(n2)CCC(C)C3)c(C)c1 (stereo unspecified)	-3	11%	14	-12	-0.4%	0%	6%	-7	0	0%	-9%
CCOc1ccccc1-n1nnnc1SCc1nc2ccccc2s1	19	u	1	-7	4.0%	-1%	0%	-21	-4	-3%	8%
Cn1c(=O)c2c(nc(NCCNC(=O)c3ccco3)n2Cc2ccccc2F)n(C)c1=O	-3	4%	-4	-8	0.0%	-1%	x	0	1	-1%	-1%
CC1CCN(C(=O)c2ccc(N3CCOCC3)c([N+](=O)[O-])c2)CC1	x	x	-15	15	u	x	x	16	x	-3%	x
O=C(NCC1CC1)Nc1cccc(C(F)(F)F)c1	u	-10%	2	-12	-0.4%	1%	x	-11	1	1%	28%
O=c1c2ccccc2nc(SCc2ccccc2)n1CC1CCCO1 (stereo unspecified)	u	0%	0	45[activator]	-0.2%	-2%	14%	-45	-3	-11%	x
O=C(O)c1ccc(NC(=O)c2ccco2)c(NC(=O)c2ccco2)c1	-5	-2%	-6	5	-0.1%	-1%	x	-6	0	4%	-1%
COCCCNc1ccc([N+](=O)[O-])cc1C(=O)Nc1cccc(C)n1	27	32%[activator]	-2	11	0.0%	0%	1%	3	0	2%	3%
O=C(NCCc1c[nH]c2ccccc12)C1CCN(c2nnc(N3CCCC3=O)s2)CC1	3	-6%	14	-8	0.1%	-1%	0%	4	2	-1%	-7%
O=C(CSc1nnc2ccc3ccccc3n12)N1CCOCC1	-7	5%	10	10	-0.1%	5%	-20%	17	1	0%	1%
COC(=O)c1cccc(CSc2nc3ccccc3[nH]2)c1	u	0%	-4	u	0.2%	1%	-6%	9	-2	2%	-7%
O=S1(=O)CC2SC(=S)N(c3ccccc3)C2C1 (stereo unspecified)	3	-2%	11	-13	-0.8%	4%	-4%	18	4	-1%	x
CC(C)(C)c1ccccc1OCC(=O)NCCCn1ccnc1	14	5%	-6	6	0.4%	8%	3%	-14	3	2%	-4%
O=C(c1cc(Cl)ccc1O)N1CCN(S(=O)(=O)c2cccs2)CC1	-1	x	-8	-3	-0.2%	x	x	2	x	1%	x
Cc1ccc(NC(=O)CCn2nnc3ccccc32)cc1	-1	u	-7	3	-0.3%	2%	-1%	1	0	1%	-8%
CCN(CC(=O)Nc1ccccc1OC)C(=O)CC1CCCC1	x	x	9	3	0.4%	x	x	20	x	11%	x
COc1ccc(N2CCC(CNC(=S)Nc3cccc(OC)c3)C2)cc1 (stereo unspecified)	27	2%	x	x	-0.6%	4%	-2%	x	-4	2%	-8%
Cc1ccc(S(=O)(=O)N2CCOCC2)cc1NC(=O)CNCc1ccc(Cl)cc1Cl	x	x	-18	-17	-0.4%	x	x	-14	x	-6%	x
COC(=O)c1ccc(-c2ccc(CNCC(O)c3ccccc3)o2)cc1 (stereo unspecified)	2	10%	12	2	-0.2%	4%	0%	-2	1	0%	2%
CCN(C(=O)CSc1nnc(-c2ccncc2)o1)c1ccccc1	-2	11%	-6	26	4.1%	2%	2%	-8	7	-2%	-7%
Cn1cccc1C(=O)NC(=O)COC(=O)c1ccc(O)cc1	3	11%	-10	-6	-0.2%	-1%	1%	9	4	4%	-8%
COc1nccnc1NS(=O)(=O)c1ccc(NC(=O)c2ccc(F)cc2)cc1	1	6%	-4	7	-0.1%	4%	x	-2	-1	1%	-17%

# Exported with values under each structure: entries from further up
# Values in the order: TRPV1 agonist | CXXC DNA block | hERG WT inh | Giardia kill | B2AR arrestin | GALK inh | PKM2 activator | KCNH2 3.1 block | Coupling enz | USP2a block | Menin MLL FP TR
- Cn1cccc1C(=O)NC(=O)COC(=O)c1ccc(O)cc1
→ 3 | 11% | -10 | -6 | -0.2% | -1% | 1% | 9 | 4 | 4% | -8%
- COc1nccnc1NS(=O)(=O)c1ccc(NC(=O)c2ccc(F)cc2)cc1
→ 1 | 6% | -4 | 7 | -0.1% | 4% | x | -2 | -1 | 1% | -17%
- O=C(O)c1ccc(NC(=O)c2ccco2)c(NC(=O)c2ccco2)c1
→ -5 | -2% | -6 | 5 | -0.1% | -1% | x | -6 | 0 | 4% | -1%
- COC(=O)c1cccc(CSc2nc3ccccc3[nH]2)c1
→ u | 0% | -4 | u | 0.2% | 1% | -6% | 9 | -2 | 2% | -7%

# Taken from the listing (two entries):
Structure	TRPV1 agonist	CXXC DNA block	hERG WT inh	Giardia kill	B2AR arrestin	GALK inh	PKM2 activator	KCNH2 3.1 block	Coupling enz	USP2a block	Menin MLL FP TR
Cn1cccc1C(=O)NC(=O)COC(=O)c1ccc(O)cc1	3	11%	-10	-6	-0.2%	-1%	1%	9	4	4%	-8%
COc1nccnc1NS(=O)(=O)c1ccc(NC(=O)c2ccc(F)cc2)cc1	1	6%	-4	7	-0.1%	4%	x	-2	-1	1%	-17%

# Assay outcomes (PubChem)
